RBBP9 inhibitor = human RBBP9 hydrolase inhibition. recombinant RBBP9, FP-Rh probe fluorescence polarization. 0.2% of 220,000 active. inhibition, % at 7.94 µM;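 active means inhibition above the campaign mean of all tested compounds plus 3 SD, cut at about 14% in these data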;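 further: plate controls were DMSO wells with RBBP9 for no effect and wells lacking RBBP9 protein for full effect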
Target sequence (O75884 whole entry, looked up): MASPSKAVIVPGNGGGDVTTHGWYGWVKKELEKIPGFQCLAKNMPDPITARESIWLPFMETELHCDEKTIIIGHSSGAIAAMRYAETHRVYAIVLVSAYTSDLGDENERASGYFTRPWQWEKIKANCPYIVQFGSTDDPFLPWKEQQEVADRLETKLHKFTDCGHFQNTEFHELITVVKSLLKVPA
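Test system – recombinant human RBBP9 · Input – RBBP9 2.5 µM in dispensing solution, pre-mixing · Medium – Tris buffer pH 8.0, NaCl, Pluronic · Schedule – preincubation 30 min plus labeling 45 min at 25 °C · Measured by – fluorescence polarization · Measure – % inhibition · Controls – DMSO and no-protein wells · Replicates – one well per compound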
TNF necrop inh = blocks TNF-alpha induced death of Jurkat FADD-/- cells | Jurkat FADD-/- TNF necroptosis rescue, ATP luminescence, 24 h; 0 = TNF only, 100 = no-TNF cells | 0.068% of 220,000 active | AID 463075 | activation (protection from cell death), % at 10 µM;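 active means activation, meaning protection from cell death, of at least 50% relative to plate controls; inactive means activation below 50%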;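 further: necroptosis triggered by 40 ng/mL TNF-alpha added together with compound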
TRPML3 agonist = agonists of human TRPML3 channel | Q8TDD5 | HEK293 TRPML3-YFP, Fluo-8 calcium fluorescence; 100% = the carbachol control signal | activation, % at 3 µM | 0.29% of 220,000 active;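 active means activation above its plate's cutoff, the mean activation of the plate's test wells plus 3 SD, cut at about 12% in these data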;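 further: 0% = DMSO only wells and 100% = carbachol wells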
Target sequence (Q8TDD5 whole entry, looked up): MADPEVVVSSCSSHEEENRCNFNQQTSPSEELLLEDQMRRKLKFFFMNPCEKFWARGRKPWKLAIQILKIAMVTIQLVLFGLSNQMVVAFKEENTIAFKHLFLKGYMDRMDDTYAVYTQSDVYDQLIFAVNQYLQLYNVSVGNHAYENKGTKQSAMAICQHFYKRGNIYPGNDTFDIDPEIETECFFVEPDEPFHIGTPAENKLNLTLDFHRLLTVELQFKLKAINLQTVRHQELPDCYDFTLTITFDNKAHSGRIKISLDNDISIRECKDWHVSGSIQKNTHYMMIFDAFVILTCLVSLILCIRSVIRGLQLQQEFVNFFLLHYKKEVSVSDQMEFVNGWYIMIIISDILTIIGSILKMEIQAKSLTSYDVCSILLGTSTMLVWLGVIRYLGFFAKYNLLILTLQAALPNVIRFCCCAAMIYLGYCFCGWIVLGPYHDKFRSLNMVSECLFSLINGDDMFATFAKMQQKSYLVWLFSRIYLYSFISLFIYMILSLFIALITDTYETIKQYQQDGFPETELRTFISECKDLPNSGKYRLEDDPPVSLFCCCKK
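system = HEK293 cells stably carrying human TRPML3-YFP | doses = one concentration, 3 µM nominal, 0.3% DMSO | timing = dye loading 1 h 37 °C then 30 min ambient, 125 s read | detection = Fluo-8 calcium dye fluorescence, ex 470-495, em 515-575 nm | benchmarks = high control carbachol 87 µM, low control DMSO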
Wee1 degr inh = inhibitors of human Wee1 degradation; P30291; HeLa Luc-Wee1K328M stability, luciferase luminescence; 100% = proteasome inhibitor MG132 effect; reporter increase, % at 5 µM; 1.2% of 220,000 active; AID 1321;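 active means activation above the mean of all tested compounds plus 3 SD, set per screening run, cut at about 8.8% in these data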;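 further: cells exposed to compound for 20 h before luminescence read; 0% = DMSO alone and 100% = MG132 at 30 µM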
TRPN1 ag = agonists of zebrafish TRPN1 channel; HEK293 zebrafish TRPN1-YFP, Fluo-8 calcium fluorescence; 100% = response to 87 µM carbachol; activation, % at 3 µM; 0.18% of 220,000 active;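 active means activation above its plate's cutoff, the mean activation of test wells on that plate plus 3 SD, cut at about 19% in these data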;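 further: 0% = DMSO alone and 100% = 87 µM carbachol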
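System: zebrafish TRPN1-YFP in HEK293 cells / Dosing: 3 µM single point / Timing: dye loading 1 h at 37 °C, then 30 min room temperature / Signal: Fluo-8 calcium fluorescence, excitation 470-495 nm, emission 515-575 nm / Read-out basis: percent activation from peak over basal fluorescence ratio, control-normalized / Control set: high carbachol 87 µM, low DMSO alone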
CHOP inhibitor = blocks CHOP induction under ER stress | CHO-K1 CHOP-promoter luciferase, tunicamycin-induced, 15-18 h | inhibition, % at 10 µM | 3.8% of 220,000 active | AID 2732;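 active means compounds that reduced the stress-induced luciferase reporter signal by more than about 70% of percent inhibition, limit read from the data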;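 further: 0% = tunicamycin plus vehicle and 100% = wells without tunicamycin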
PPC-1+TRAIL kill = compounds killing PPC-1 cancer cells with TRAIL present (potentiator screen, no TRAIL-free arm) | PPC-1 cells + TRAIL, ATPLite viability luminescence | cell killing (% activity), % at 4 µM | 0.41% of 220,000 active | AID 1443;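 active means cell killing above 50% in the first pass at 4 µM, then a duplicate retest at 5 µM averaging 50% or more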;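 further: plate controls were cells with TRAIL plus DMSO for no effect and medium-only wells lacking cells for full effect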
Ba/F3 V617F tox = reduce viability of Ba/F3 cells dependent on JAK2V617F. Ba/F3 EpoR-JAK2V617F viability, ATP luminescence. inhibition, % at 5.6 µM. 1.1% of 220,000 active;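 active means inhibition above the campaign mean plus 3 SD over all tested compounds, cut at about 24% in these data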;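 further: cytokine-independent growth of Ba/F3 cells driven by EpoR plus mutant JAK2; 0% = DMSO-treated cells and 100% = JAK inhibitor I control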
BaF3 parental = reduces parental Ba/F3 cell viability, JAK2V617F counter-screen. inhibition, % at 5.6 µM. CellTiter-Glo ATP luminescence. AID 1486. 1.1% of 220,000 active;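 active means inhibition above a per-campaign cutoff, the mean inhibition of all tested compounds plus 3 SD, cut at about 27% in these data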;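 further: 0% = DMSO wells and 100% = JAK Inhibitor I control wells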
* hit, by the source's call.

Preview (2 entries):
`O=C(Nc1cc(C(F)(F)F)ccc1Cl)C(Sc1nnc(-c2cccs2)o1)c1ccccc1` (stereo not given) gave RBBP9 inhibitor -4, TNF necrop inh 4.3, TRPML3 agonist 0.6, Wee1 degr inh 2, TRPN1 ag -0.7, CHOP inhibitor 18, PPC-1+TRAIL kill 4, Ba/F3 V617F tox -1 and BaF3 parental 6.
C/C(=N\Nc1ccc([N+](=O)[O-])cc1[N+](=O)[O-])C(C)(C)C(C(=O)O)C(=O)O was read as RBBP9 inhibitor -5, TNF necrop inh 0.1, TRPML3 agonist 0.8, Wee1 degr inh 0, TRPN1 ag 3.5, CHOP inhibitor 17, PPC-1+TRAIL kill -3, Ba/F3 V617F tox 1 and BaF3 parental 5.

All compounds of this part, from the start:
`O=C(Nc1cc(C(F)(F)F)ccc1Cl)C(Sc1nnc(-c2cccs2)o1)c1ccccc1` (stereo not given) gave RBBP9 inhibitor -4, TNF necrop inh 4.3, TRPML3 agonist 0.6, Wee1 degr inh 2, TRPN1 ag -0.7, CHOP inhibitor 18, PPC-1+TRAIL kill 4, Ba/F3 V617F tox -1 and BaF3 parental 6.
C/C(=N\Nc1ccc([N+](=O)[O-])cc1[N+](=O)[O-])C(C)(C)C(C(=O)O)C(=O)O was read as RBBP9 inhibitor -5, TNF necrop inh 0.1, TRPML3 agonist 0.8, Wee1 degr inh 0, TRPN1 ag 3.5, CHOP inhibitor 17, PPC-1+TRAIL kill -3, Ba/F3 V617F tox 1 and BaF3 parental 5.
Screening Cc1ccc(Cl)cc1NC(=O)CC(O)(C(F)(F)F)C(F)(F)F returned RBBP9 inhibitor -3, TNF necrop inh -7.6, TRPML3 agonist 13*, Wee1 degr inh 0, TRPN1 ag 20*, CHOP inhibitor 60, PPC-1+TRAIL kill 15, Ba/F3 V617F tox -2 and BaF3 parental 1.
For COc1ccccc1C1CN(c2ccc(F)cc2F)N=C1c1cccs1 (stereo not given) the results were RBBP9 inhibitor -7, TNF necrop inh 0.4, TRPML3 agonist 0.3, Wee1 degr inh -2, TRPN1 ag -0.8, CHOP inhibitor 27, PPC-1+TRAIL kill 6, Ba/F3 V617F tox 1 and BaF3 parental 4.
CC(=O)N(C(C)=O)c1cccc2c(N(C(C)=O)C(C)=O)cccc12 was read as RBBP9 inhibitor 0, TNF necrop inh 0.0, TRPML3 agonist -0.2, Wee1 degr inh 0, TRPN1 ag -0.1, CHOP inhibitor 33, PPC-1+TRAIL kill -11, Ba/F3 V617F tox 1 and BaF3 parental 4.
For Cc1cc(SCC(=O)NCCC2=CCCCC2)nc2ccccc12 the results were RBBP9 inhibitor -11, TNF necrop inh -0.4, TRPML3 agonist -0.8, Wee1 degr inh 0, TRPN1 ag -0.5, CHOP inhibitor 57, PPC-1+TRAIL kill 31, Ba/F3 V617F tox 4 and BaF3 parental 11.
COc1ccc(OC)c(S(=O)(=O)Nc2cccc(F)c2)c1 was read as RBBP9 inhibitor -2, TNF necrop inh -1.2, TRPML3 agonist -0.2, Wee1 degr inh -2, TRPN1 ag -0.8, CHOP inhibitor 12, PPC-1+TRAIL kill 18, Ba/F3 V617F tox -2 and BaF3 parental -1.
Screening COC(=O)C(Cc1ccc(OC(=O)c2ccccc2C)cc1)N1Cc2ccccc2C1=O (stereo not given) returned RBBP9 inhibitor -5, TNF necrop inh -4.9, TRPML3 agonist 0.8, Wee1 degr inh -1, TRPN1 ag 1.4, CHOP inhibitor 53, PPC-1+TRAIL kill -6, Ba/F3 V617F tox -2 and BaF3 parental 4.
For O=C(O)CN1C(=O)S/C(=C\c2cccnc2)C1=O the results were RBBP9 inhibitor -1, TNF necrop inh -0.7, TRPML3 agonist -0.6, Wee1 degr inh -2, TRPN1 ag -2.2, CHOP inhibitor -22, PPC-1+TRAIL kill 9, Ba/F3 V617F tox -3 and BaF3 parental 6.
`COC(=O)CSc1nc(N)c2c3c(sc2n1)CCCC3` gave RBBP9 inhibitor 2, TNF necrop inh 1.8, TRPML3 agonist -0.5, Wee1 degr inh -1, TRPN1 ag -1.6, CHOP inhibitor -5, PPC-1+TRAIL kill 9, Ba/F3 V617F tox -3 and BaF3 parental -1.
`O=C(CCc1nnc(-c2ccsc2)o1)N1CCc2c(Cl)cccc2C1` gave RBBP9 inhibitor -10, TNF necrop inh -0.1, TRPML3 agonist 0.2, Wee1 degr inh 0, TRPN1 ag -0.5, CHOP inhibitor -2, PPC-1+TRAIL kill 4, Ba/F3 V617F tox 0 and BaF3 parental 4.
CCOC(=O)C(=Cc1ccc(-n2cncn2)cc1)C(=O)OCC was read as RBBP9 inhibitor 0, TNF necrop inh -9.0, TRPML3 agonist 0.5, Wee1 degr inh 6, TRPN1 ag 0.6, CHOP inhibitor 10, PPC-1+TRAIL kill 2, Ba/F3 V617F tox 0 and BaF3 parental 0.
Screening COc1cc([N+](=O)[O-])ccc1NC(=O)CSc1nnc(C)c(C)n1 returned RBBP9 inhibitor -2, TNF necrop inh 0.7, TRPML3 agonist 0.6, Wee1 degr inh -3, TRPN1 ag -0.4, CHOP inhibitor 16, PPC-1+TRAIL kill 8, Ba/F3 V617F tox 6 and BaF3 parental 8.
Screening Cc1ccccc1CN(c1ccc(C(=O)NCC2CCCO2)cc1)S(C)(=O)=O (stereo not given) returned RBBP9 inhibitor -8, TNF necrop inh 0.9, TRPML3 agonist 1.1, Wee1 degr inh -1, TRPN1 ag 1.5, CHOP inhibitor 25, PPC-1+TRAIL kill 11, Ba/F3 V617F tox 3 and BaF3 parental 10.
For NC(=O)C(c1ccccc1)C1CCCCC1 (stereo not given) the results were RBBP9 inhibitor -3, TNF necrop inh 19, TRPML3 agonist 0.9, Wee1 degr inh -2, TRPN1 ag 1.2, CHOP inhibitor 30, PPC-1+TRAIL kill 33, Ba/F3 V617F tox -1 and BaF3 parental 5.
For O=C(O)CC1=C(Nc2ccccc2)C(=O)N(c2ccccc2)C1c1ccc(Cl)cc1 (stereo not given) the results were RBBP9 inhibitor -3, TNF necrop inh -0.6, TRPML3 agonist 0.1, Wee1 degr inh 0, TRPN1 ag 1.2, CHOP inhibitor 8, PPC-1+TRAIL kill -16, Ba/F3 V617F tox -1 and BaF3 parental 1.
`O=C(NCc1ccc(F)cc1)c1cc2c(s1)CCCC2` gave RBBP9 inhibitor -1, TNF necrop inh -0.6, TRPML3 agonist -0.7, Wee1 degr inh 3, TRPN1 ag -0.8, CHOP inhibitor 4, PPC-1+TRAIL kill 9, Ba/F3 V617F tox 1 and BaF3 parental 3.
CO/C(N)=C(\C#N)N=Cc1ccccc1Cl was read as RBBP9 inhibitor -5, TNF necrop inh -0.9, TRPML3 agonist 0.5, Wee1 degr inh 7, TRPN1 ag 2.3, CHOP inhibitor -3, PPC-1+TRAIL kill 3, Ba/F3 V617F tox 2 and BaF3 parental 3.
For CC(C)Cn1c(-c2ccccc2F)n[nH]c1=S the results were RBBP9 inhibitor 9, TNF necrop inh -0.2, TRPML3 agonist 0.0, Wee1 degr inh 2, TRPN1 ag -1.6, CHOP inhibitor -9, PPC-1+TRAIL kill 10, Ba/F3 V617F tox -5 and BaF3 parental 0.
For CC1CCN(C(=O)c2ccc(CNc3c(N4CCCC4)c(=O)c3=O)cc2)CC1 the results were RBBP9 inhibitor 0, TNF necrop inh -0.2, TRPML3 agonist 0.6, Wee1 degr inh -2, TRPN1 ag 2.3, CHOP inhibitor 6, PPC-1+TRAIL kill 20, Ba/F3 V617F tox 1 and BaF3 parental -2.
For O=C(/C=C/c1ccccc1Cl)c1ccc(O)cc1 the results were RBBP9 inhibitor -2, TNF necrop inh -0.4, TRPML3 agonist -0.9, Wee1 degr inh 1, TRPN1 ag -2.0, CHOP inhibitor -48, PPC-1+TRAIL kill 9, Ba/F3 V617F tox -3 and BaF3 parental 1.
Cc1cc(NC(=O)c2sc(Nc3ccc(F)c(Cl)c3)nc2N)no1 was read as RBBP9 inhibitor -2, TNF necrop inh 2.8, TRPML3 agonist 0.6, Wee1 degr inh 7, TRPN1 ag -0.7, CHOP inhibitor 100*, PPC-1+TRAIL kill 10, Ba/F3 V617F tox -5 and BaF3 parental -1.
For COc1cccc(Nc2nc(N)nc(CCl)n2)c1 the results were RBBP9 inhibitor -9, TNF necrop inh -24, TRPML3 agonist 0.1, Wee1 degr inh -1, TRPN1 ag -0.1, CHOP inhibitor -49, PPC-1+TRAIL kill 16, Ba/F3 V617F tox -4 and BaF3 parental -4.
`CCOc1ccccc1-n1c(C)cc(C=O)c1C` gave RBBP9 inhibitor 5, TNF necrop inh 0.3, TRPML3 agonist 0.6, Wee1 degr inh 1, TRPN1 ag -0.2, CHOP inhibitor 9, PPC-1+TRAIL kill 10, Ba/F3 V617F tox 2 and BaF3 parental 4.
O=C(CCN1CCc2ccccc2C1)Nc1cccc(F)c1 was read as RBBP9 inhibitor -3, TNF necrop inh 1.3, TRPML3 agonist 0.1, Wee1 degr inh -3, TRPN1 ag 0.7, CHOP inhibitor 6, PPC-1+TRAIL kill 15, Ba/F3 V617F tox 4 and BaF3 parental 6.
For COC(=O)/C=C1/N/C(=N\c2nc(C)cc(C)n2)N(c2ccc(C)c(C)c2)C1=O the results were RBBP9 inhibitor 8, TNF necrop inh -12, TRPML3 agonist 0.3, Wee1 degr inh 0, TRPN1 ag 1.8, CHOP inhibitor -59, PPC-1+TRAIL kill -6, Ba/F3 V617F tox -2 and BaF3 parental -1.
Cc1ccc(C)c(NC(=O)C2CCCN2S(=O)(=O)c2ccc3c(c2)n(C)c(=O)c(=O)n3C)c1 (stereo not given) was read as RBBP9 inhibitor 2, TNF necrop inh -0.5, TRPML3 agonist 0.0, Wee1 degr inh 1, TRPN1 ag -0.8, CHOP inhibitor -14, PPC-1+TRAIL kill 10, Ba/F3 V617F tox -1 and BaF3 parental 8.
Screening COCCCNc1nc2c(-c3ccc(Cl)cc3)nnn2c2ccccc12 returned RBBP9 inhibitor -6, TNF necrop inh -1.1, TRPML3 agonist 1.1, Wee1 degr inh -2, TRPN1 ag -0.2, CHOP inhibitor -20, PPC-1+TRAIL kill 12, Ba/F3 V617F tox 0 and BaF3 parental 5.
`CN(CCc1cnn(C)c1)Cc1cn[nH]c1-c1ccc(-c2ccccc2)cc1` gave RBBP9 inhibitor -7, TNF necrop inh 4.0, TRPML3 agonist 1.4, Wee1 degr inh 0, TRPN1 ag 1.6, CHOP inhibitor 8, PPC-1+TRAIL kill 12, Ba/F3 V617F tox 2 and BaF3 parental 6.
N#C/C(=C/c1ccccc1[N+](=O)[O-])c1nnc2n1CCCCC2 was read as RBBP9 inhibitor 0, TNF necrop inh 4.1, TRPML3 agonist 0.3, Wee1 degr inh 2, TRPN1 ag 0.6, CHOP inhibitor -22, PPC-1+TRAIL kill -4, Ba/F3 V617F tox 0 and BaF3 parental 6.

Compound activity: PubChem BioAssay, several laboratories
